Screening data as filed in PubChem BioAssay.
MT1-MMP act inh: MT1-MMP (human) activation inhibition | P50281 | HT1080 RFP-PRO-GFP cells, GFP/RFP ratio fluorescence, overnight; percent of plate control window, DMSO zero | GFP/RFP ratio change, % at 20 µM | 360,000 compounds, 0.061% hits | AID 651647;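 active means GFP/RFP ratio change of at least 30% with cell ATP level not reduced by more than half and red fluorescence within 50% of control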; further: strong numbers were not always called active
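Assay system: RFP-PRO-GFP reporter HT1080 cells; read-out basis: GFP/RFP fluorescence ratio; benchmarks: DMSO wells and RFP-L50D-GFP cells; doses: 20 µM single dose, 1% DMSO; schedule: overnight cell settling, then overnight compound exposure, 37 °C, 5% CO2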
TbMetRS inhib: Trypanosoma brucei MetRS inhibition. purified T. brucei MetRS, ATP depletion, Kinase-Glo luminescence. inhibition, % at 11.9 µM. 360,000 compounds, 0.4% hits. AID 624268;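 active means inhibition above a per-plate cutoff of the control wells' mean inhibition plus 3 SD, cut at about 5.5% in these data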;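 further: 0% = DMSO wells median and 100% = median of wells with control inhibitor compound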
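Test system – parasite MetRS enzyme · Reagent – substrates ATP, L-methionine and bulk Escherichia coli tRNA · Doses – 11.9 µM compound single dose, 0.9% DMSO · Times – 15 min enzyme-compound preincubation, 2 h reaction, 10 min detection, 25 °C · Signal – Kinase-Glo luminescence, ATP depletion format · Controls – DMSO-only wells as low control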
CendR NRP1 mod: alters CendR peptide binding to human NRP-1; 360,000 compounds, 0.85% hits; inhibition, % at 25 µM; O14786; FAM-RPARPAR peptide binding to NRP-1, fluorescence polarization;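 active means inhibition or corrected inhibition above about 18%, plus a signal ratio from 0.5 to 1.5, limit read from the data, passing the limit was not always enough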; further: strong numbers were not always called active
SKN-1 inh: inhibitors of C. elegans SKN-1 | C. elegans VP596 Pgst-4::GFP/RFP ratio, acrylamide-induced, 24 h | inhibition, % at 21.8 µM | 360,000 compounds, 0.49% hits | AID 624304;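 active means interference check ratio from 0.5 to 1.5 plus GFP to RFP signal ratio inhibition reaching or exceeding a fixed threshold, cut at about 30% in these data, passing the limit was not always enough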; further: some compounds called inactive have numbers as strong as hits
MsrA inh: bovine MsrA inhibition. AID 651718. purified bovine MsrA, absorbance read-out. 360,000 compounds, 0.75% hits. inhibition, % at 15.5 µM; in the data active means inhibition above about 4.5%;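 further: 0% = vehicle wells with enzyme and 100% = reference inhibitor wells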
E coli Lon inh: E. coli protease La inhibition; inhibition, % at 7.94 µM; P0A9M0; purified E. coli Lon protease, fluorescence polarization; 360,000 compounds, 0.42% hits; in the data active means inhibition above about 13%, passing the limit was not always enough;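 further: 0% = enzyme with probe and DMSO and 100% = no enzyme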
MLLE-PAM2 inh: inhibitors of microRNA-mediated deadenylation, human PABP1 MLLE binding; GST-MLLE / FITC-PAM2 fluorescence polarization; inhibition, % at 20 µM; 360,000 compounds, 0.36% hits; in the data active means inhibition above about 35%, passing the limit was not always enough;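 further: plate controls were DMSO wells with GST-MLLE for no effect and wells lacking GST-MLLE protein for full effect; some results filed as inactive read as strong as hits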
MsrA act: activators of bovine methionine sulfoxide reductase A. purified bovine MsrA, absorbance read-out. activation, % at 10.6 µM. 360,000 compounds, 0.3% hits; in the data active means activation above about 7.5%;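 further: 0% = vehicle and 100% = reference activator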
FAS TE block: inhibitors of human fatty acid synthase thioesterase domain; P49327; recombinant FAS-TE, OMFH fluorogenic substrate, fluorescence endpoint; inhibition, % at 15 µM; 360,000 compounds, 0.67% hits; AID 602261;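 active means compounds whose normalised, plate-corrected inhibition of enzyme fluorescence in the single-dose primary screen is 50% or more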;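 further: 0% = DMSO with enzyme and 100% = substrate without enzyme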
Numbers without * were called inactive; / = not tested or not shown.

SMILES	MT1-MMP act inh	TbMetRS inhib	CendR NRP1 mod	SKN-1 inh	MsrA inh	E coli Lon inh	MLLE-PAM2 inh	MsrA act	FAS TE block
CC1=NN(C(=O)c2ccc(Cn3nc(C)cc3C)o2)C(O)(C(F)(F)F)C1 (stereo not given)	3	-0.7	-5	0	0.1	-3	2	0	-10
O=C(OCC(=O)c1ccc(Cl)s1)c1ccc2ccccc2n1	-3	0.3	-4	10	2.0	-13	-18	-5	7
CCCC(c1nnnn1Cc1ccco1)N1CCN(c2ccccc2)CC1 (stereo not given)	2	-1.4	-6	-5	-0.2	3	7	-8	-3
Cc1nc2c3ccccc3nc(NNC(=O)CCC(=O)N3CCC(C)CC3)n2n1	3	-0.5	9	-16	0.5	3	-7	-1	-7
Cc1cc(C)nc(Nc2n[nH]c(C)n2)n1	3	0.1	1	3	-0.2	1	7	-2	-7
CC1(C)C(=O)OC(c2c3ccccc3cc3ccccc23)C(C)(C)C1=O (stereo not given)	-7	-0.1	-2	7	-1.5	0	-9	1	34
Nc1nc(CN2CCN(Cc3ccc4c(c3)OCO4)CC2)nc(Nc2ccccc2)n1	-4	-0.8	3	12	-0.6	-2	2	-11	-5
CCCN1C(=O)/C(=N\OCC(=O)NC23CC4CC(CC(C4)C2)C3)c2ccccc21	-4	0.5	1	5	0.1	-3	-1	1	9
O=S(=O)(NC1C2CC3CC(C2)CC1C3)c1ccccc1 (stereo not given)	4	0.2	15	6	0.5	-2	0	-2	3
CCCNC(=O)C(Cc1ccc(F)cc1)NC(=O)c1ccccc1 (stereo not given)	-5	-0.4	0	-17	0.9	-8	10	-2	-6
Cc1cccnc1NC(=O)c1c(O)c2ccccc2n(C)c1=O	7	-1.3	0	15	1.0	-8	-3	-8	-3
Cc1ccc(C(=O)Nc2nnc(S(=O)(=O)N3CCOCC3)s2)cc1	-1	0.1	1	11	0.5	9	4	-1	-5
CC(C)(C)c1ccc(C(=O)Cn2nc(C(=O)O)c3ccccc3c2=O)cc1	-2	-1.1	2	2	0.1	-2	-1	-1	19
CCOC(=O)c1sc(NC(=O)CSc2nc(C)cc(-c3ccccc3)n2)c(C#N)c1C	14	-0.8	-3	-8	-0.9	-6	-14	2	-6
Cc1ccc(O)c(C(=O)c2cnn(C(=O)c3cccc(S(=O)(=O)N(C)C)c3)c2)c1	-18	-0.4	-25	21	-1.5	2	9	-2	14
N#CCCN1CCN(C2=NC(=O)/C(=C\c3cccs3)S2)CC1	-1	-0.6	2	-4	3.1	1	6	-13	-7
CCC(NC(=O)C1CCC1)c1ccccc1 (stereo not given)	2	-0.4	5	-4	-0.5	-2	-6	-4	-6
Cc1ccc(S(=O)(=O)NC(CC(C)C)C(=O)N2CCCC2)cc1 (stereo not given)	1	-0.6	5	1	1.5	9	2	-5	-7
Cc1c(O)c(CN2CCCC2)cc2c1oc(=O)c1ccccc12	8	0.3	0	-7	0.2	2	-24	-3	-4
Cc1cccc(N(Cc2nnc3n2CCCCC3)C(=O)Nc2ccccc2)c1	1	-1.0	-3	-3	-0.2	-3	4	-3	-10
CCn1c(SCC(=O)NNC(=O)c2ccco2)nnc1-c1ccco1	-3	1.4	12	13	-0.7	2	-11	-1	-1
CCOC(=O)C1=C(CN2CCOCC2)NC(=O)NC1c1cccc([N+](=O)[O-])c1 (stereo not given)	1	1.6	5	5	-0.1	-10	5	0	-1
COc1ccc(-c2cc(=O)n(-c3nc4ccccc4[nH]3)[nH]2)cc1	16	0.1	5	-5	0.6	-10	24	-5	3
Cc1ccc(O)c(C(CC(=O)N2CCCC2)c2ccccc2)c1 (stereo not given)	-4	-0.8	-1	12	/	-2	0	-1	-4
COc1ccccc1C(=O)Oc1ccccc1C(=O)Nc1ccccc1	1	-0.5	5	4	-0.2	-8	14	-3	-4
Fc1cc2nccnc2cc1N1CCSCC1	5	-0.7	-4	13	2.1	-2	2	-4	-6
O=S(=O)(c1ccc(NCC2CCCCC2)nc1)N1CCOCC1	3	0.3	1	12	-0.9	0	-10	0	0
COc1ccc(C(=O)NCC(=O)OCC(=O)NCc2cccs2)cc1	-1	-0.6	-6	11	0.2	3	0	-2	-3
CSc1nc2c(c(-c3ccc(O)cc3)c1C#N)CCC2	-2	0.3	8	-22	1.1	-2	-7	2	11
COc1cc(CCC(=O)N2CCN(c3ccccc3Cl)CC2)cc(OC)c1OC	1	-1.2	-1	-2	-0.5	-3	-16	-2	-2
Cn1c(=O)c2ncn(CC(=O)NCCOc3ccccc3)c2n(C)c1=O	1	0.0	-1	-1	-0.9	-4	8	1	-3
Cc1ccoc1C(=O)N1CCCC(CCC(=O)N2CCN(c3ccccn3)CC2)C1 (stereo not given)	-1	-0.2	4	13	-1.1	7	-11	-2	-2
O=C(/C=C/c1ccc(Cl)cc1)N(Cc1ccccc1)C1CCS(=O)(=O)C1 (stereo not given)	0	0.4	2	-4	0.1	-5	-15	3	11
COCCCNC(=S)N/N=C/c1ccc2c(c1)OCO2	-1	-0.2	5	19	5.5*	-3	21	-4	-3
Cc1cc(=O)oc2c1c(C)nn2-c1cccc(Cl)c1	-1	-0.6	10	-8	1.4	2	-1	-7	14
COc1c(Cl)cc(-c2noc(C)c2C(=O)NCCc2ccc(C)cc2)cc1Cl	-2	0.0	5	-10	0.4	6	4	-2	40
S=C(Nc1ccc2nsnc2c1)N1CCCCCC1	-21	-1.1	45*	35	1.0	1	92	-5	-3
Cc1ccc(-c2nc(CN3CCCCC3CCN3CCCC3=O)c(C)o2)o1 (stereo not given)	-7	-0.5	-18	-13	-0.6	-13	-14	-10	-7
S=C(Nc1cccc2ccccc12)N1CCN(c2ncccn2)CC1	7	-0.6	10	-3	0.0	1	-64	1	0
Cc1ccc(S(=O)(=O)N(CC(=O)NCC2CCCO2)c2cccc([N+](=O)[O-])c2)cc1 (stereo not given)	-3	0.4	-2	3	-0.7	3	-3	-3	6
O=C(CN1CCN(c2nc(-c3ccccc3)cs2)CC1)NCc1ccc2c(c1)OCO2	/	-1.9	-3	-19	1.7	2	-26	-14	18
CCC(C(=O)NC1CCCC1)n1nc(C)n2c(cc3occc32)c1=O (stereo not given)	-1	-0.5	3	8	1.8	4	9	4	-3
CCOc1cc(/C=N/Nc2cccc(C(=O)O)c2)ccc1OC(=O)c1ccccc1	-1	-0.1	-2	3	1.8	-6	-6	-3	9
CCOc1ccc(N=CC2=C(O)CC(c3ccco3)CC2=O)cc1 (stereo not given)	-1	-0.4	4	-11	1.8	-14	6	-5	-4
C[C@H](O)C#Cc1ccc2c(c1)O[C@@H](CN(C)Cc1ccc(-c3ccccc3)cc1)[C@H](C)CN([C@@H](C)CO)S2(=O)=O	-11	-1.0	-7	-7	1.6	1	-4	-3	25
COc1ccc(-c2nnn(CC(=O)NCCc3c[nH]c4ccccc34)n2)cc1OC	2	0.2	-6	1	-0.5	5	-19	-4	-2
Cc1ccsc1C(=O)N1CCCC(CO)(Cc2ccccc2F)C1 (stereo not given)	1	0.3	21*	-14	-0.1	1	7	-3	-5
COc1cc(CNCCNC(=O)c2nonc2N)ccc1OCc1ccc(Cl)nc1	5	0.2	1	7	-1.1	-2	-7	-1	-12

MsrA inh, what is marked active above.
SMILES	MT1-MMP act inh	TbMetRS inhib	CendR NRP1 mod	SKN-1 inh	MsrA inh	E coli Lon inh	MLLE-PAM2 inh	MsrA act
COCCCNC(=S)N/N=C/c1ccc2c(c1)OCO2	-1	-0.2	5	19	5.5*	-3	21	-4

Next results follow:
SMILES	MT1-MMP act inh	TbMetRS inhib	CendR NRP1 mod	SKN-1 inh	MsrA inh	E coli Lon inh	MLLE-PAM2 inh	MsrA act	FAS TE block
c1ccc(Cc2nc3ccccc3o2)cc1	4	0.0	-3	13	0.9	-3	-8	-1	-4
NC(=O)c1ccc(C(F)(F)F)n(Cc2ccccc2Cl)c1=O	3	-0.3	-5	3	0.2	-2	-4	-9	16
CCC(CC)C(=O)Nc1nnc(S(=O)(=O)N2CCc3ccccc32)s1	5	0.2	-9	4	-0.3	1	-6	-2	-4
O=C(C[C@H]1C/C=C\CC[C@@H](Cc2ccc(F)cc2)C(=O)OC[C@H]2CCCN2C1=O)NCCO	2	0.0	9	8	1.3	-6	7	1	-4
Cc1nc([N+](=O)[O-])c(NCCCO)n1Cc1ccccc1	4	1.3	-2	7	0.1	-1	-6	-1	-8
O=C(NCc1ccc2c(c1)OCO2)c1ccc(Br)o1	3	-0.5	6	13	0.1	-2	-1	-1	-3
CCN(CC)CCCNC(=O)c1cc(Sc2nnc(C)s2)nc2ccccc12	5	-0.8	5	6	0.1	-15	9	-4	-14
COc1cc2ccccc2cc1C(=O)Nc1ccc(CN2CCOCC2)cc1	1	-0.3	7	23	0.1	-9	-6	-4	4
O=c1[nH]c2ccc(S(=O)(=O)N3CCN(c4ccccc4)CC3)cc2[nH]c1=O	6	-0.5	-10	29	1.1	9	-2	-3	0
Cc1n[nH]c(=O)nc1NCc1ccco1	3	-1.0	25*	-4	0.1	-2	9	-4	-7
CCOC(=O)CSc1nnnn1-c1cc(OC)ccc1OC	-1	-1.1	1	-1	-0.3	-3	0	-5	-1
N#CNC(=Nc1ccccc1F)SCc1ccc(C(=O)O)cc1	4	-0.6	-2	10	1.9	1	10	-1	-5
CC(C)=NOC(=O)c1ccc(-c2ccccc2)cc1	3	0.8	-3	14	-0.4	-1	4	-3	-3
CCCCC(OC(=O)c1cc2occc2n1C)C(=O)NCC1CCCO1 (stereo not given)	6	0.2	-5	17	1.2	2	16	0	-2
CCOC(=O)N1CCN(C(=O)c2ccc(NC(=O)c3ccc(C)cc3)cc2)CC1	-4	-1.7	-1	-18	0.3	-10	-5	-8	-7
O=C(O)C1CC(O)CN1S(=O)(=O)c1cccs1 (stereo not given)	0	-0.1	12	-25	-0.7	5	-1	0	-9
Cc1ccc(S(=O)(=O)N2CCN(C(=O)COC(=O)CCOc3ccccc3C)CC2)c(C)c1	1	-0.4	-6	10	-0.5	-1	-116	-3	24
CCCCC(=O)Nc1cnc(NC(=O)c2cccs2)cc1C	2	-0.1	-6	4	-0.2	0	-9	-2	-5
COc1ccccc1CNC(=O)c1ccc2c(=O)n3c(nc2c1)CCCCC3	1	0.3	-5	8	-0.2	0	1	-2	0
O=C(N/N=C/c1ccc(Cl)cc1Cl)c1ccncc1	2	-0.6	-3	2	1.0	1	-2	-3	-8
CC1CCN(c2ccc(C(=O)NCc3ccc4c(c3)OCO4)cc2[N+](=O)[O-])CC1	-2	0.0	0	7	-0.1	12	-13	-2	14
Cc1[nH]c2ccc(C(=O)OCCN(C)C)cc2c1C	1	-0.8	-8	-5	0.5	-2	9	-2	-4
O=C(Nc1ccc(Oc2ccccc2)nc1)C1CCCCN1Cc1cccc(OCCO)c1 (stereo not given)	-1	-0.1	-13	2	0.6	-5	-10	-2	-4
